Assay outcomes deposited in PubChem BioAssay by several laboratories.
TRAIL sens C8: viability loss with TRAIL in NB7+C8 cells, primary screen, TRAIL sensitizer project, cell-based, ATPlite luminescence; 360,000 tested, 1% active; inhibition (viability loss, TRAIL sensitization), % at 10 µM;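 active = compounds causing at least 50% loss of cell viability in the single-dose screen, relative to plate controls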
TLR9-MyD88 block: inhibitors of TLR9-MyD88 association in cells, primary screen, cell-based, CHO, BLA complementation, fluorescence | inhibition, % at 4.98 µM | AID 504734, 2011 | 340,000 tested, 0.21% active | CCF4 FRET ratio;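 active = inhibition above the mean over all tested compounds plus 3 SD, cut at about 21% in these data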;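 also: 0% = DMSO only wells and 100% = clavulanate BLA inhibitor control wells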
EBV LMP1 NFkB: EBV LMP1-driven NF-kappaB luciferase reporter inhibitors, primary screen, cell-based, luminescence, single point; inhibition, % at 12.5 µM; 350,000 tested, 0.69% active; AID 504558, 2011; LMP1-induced NF-kappaB luciferase reporter cells; in the data active = inhibition above about 41%;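 also: 0% = neutral control wells and 100% = reference inhibitor control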
SRC3 inh: SRC3 coactivator transcriptional activity inhibitors, primary screen, cell-based, luminescence; inhibition, % at 3.6 µM; AID 588352, 2011; HEK293 GAL4-SRC3 luciferase reporter; Nuclear receptor coactivator 3 (Homo sapiens), Q9Y6Q9; 360,000 tested, 0.17% active;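 active = inhibition above a per-campaign cutoff, the mean of all compounds plus 3 SD, cut at about 60% in these data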;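 also: 0% = DMSO-treated cells and 100% = gossypol-treated cells at 36 µM; higher means less SRC3-driven luciferase light from the GAL4 reporter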
SRC2 inh: inhibition of GAL4-SRC2 driven luciferase reporter, primary screen, SRC2 inhibitor project, cell-based, luminescence; Nuclear receptor coactivator 2 (Homo sapiens), Q15596; HEK293 GAL4-SRC2 luciferase reporter; inhibition, % at 9 µM; 370,000 tested, 0.17% active; AID 651957, 2012;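 active = inhibition above the mean inhibition of all tested compounds plus 3 SD, set per campaign, cut at about 52% in these data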;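 also: 0% = DMSO treated cells and 100% = cells given Gossypol at 36 µM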
NR5A2 inv ag: LRH-1 (NR5A2) inverse agonists, primary screen, cell-based, luminescence, HEK293T, StAR-luciferase reporter. LRH-1 transfected, 24 h. inhibition, % at 3.6 µM. Nuclear receptor subfamily 5 group A member 2 (Homo sapiens), O00482. 360,000 tested, 0.13% active;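 active = inhibition above the mean inhibition of all tested compounds plus 3 SD, cut at about 73% in these data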;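 also: 0% = DMSO wells and 100% = reporter-only cells lacking LRH-1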
TROY signal inh: inhibitors of TROY-driven NF-kB signaling, primary screen, Q293 LMP1-TROYcd cells, NF-kB luciferase, uHTS | Q293 LMP1-TROYcd NF-kB luciferase reporter, 4 h | inhibition, % at 10 µM | 360,000 tested, 0.98% active | AID 1347056, 2019;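 active = compounds whose plate-normalised and pattern-corrected inhibition of the luciferase reporter signal at the single screening dose is 50% or more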
TWEAK-Fn14 inh: inhibitors of TWEAK-Fn14 signaling, primary screen, luciferase reporter cells, uHTS; TWEAK-stimulated Fn14 reporter cells, luciferase luminescence, 8 h; inhibition, % at 10 µM; 360,000 tested, 2% active; AID 1159606, 2016; in the data active = inhibition above about 50%
COUP-TFII inh: NR2F2 transcriptional activity inhibitors, primary screen, cell-based, luciferase reporter, HEK293T, luminescence; COUP transcription factor 2 (Homo sapiens), P24468; HEK293T NGFI-A luciferase reporter; inhibition, % at 8.6 µM; 370,000 tested, 0.7% active; AID 686940, 2013;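 active = inhibition above a per-plate cutoff, mean inhibition of test wells between control levels plus 3 SD, cut at about 38% in these data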;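 also: cells cotransfected with COUP-TFII expression vector driving the NGFI-A reporter; 0% = median of COUP-TF2 test wells and 100% = reporter-only cells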
NCOA1 inh: SRC1 coactivator transcriptional activity inhibitors, primary screen, cell-based, luminescence | Nuclear receptor coactivator 1 (Homo sapiens), Q15788 | HEK293 GAL4-SRC1 luciferase reporter | inhibition, % at 3.6 µM | 360,000 tested, 0.12% active;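 active = inhibition above the campaign mean plus 3 SD, with each screening campaign given its own cutoff, cut at about 60% in these data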;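 also: 0% = DMSO treated cells and 100% = gossypol at 36 µM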
Target sequence (Q15788 whole entry, looked up, the tested form may be a part): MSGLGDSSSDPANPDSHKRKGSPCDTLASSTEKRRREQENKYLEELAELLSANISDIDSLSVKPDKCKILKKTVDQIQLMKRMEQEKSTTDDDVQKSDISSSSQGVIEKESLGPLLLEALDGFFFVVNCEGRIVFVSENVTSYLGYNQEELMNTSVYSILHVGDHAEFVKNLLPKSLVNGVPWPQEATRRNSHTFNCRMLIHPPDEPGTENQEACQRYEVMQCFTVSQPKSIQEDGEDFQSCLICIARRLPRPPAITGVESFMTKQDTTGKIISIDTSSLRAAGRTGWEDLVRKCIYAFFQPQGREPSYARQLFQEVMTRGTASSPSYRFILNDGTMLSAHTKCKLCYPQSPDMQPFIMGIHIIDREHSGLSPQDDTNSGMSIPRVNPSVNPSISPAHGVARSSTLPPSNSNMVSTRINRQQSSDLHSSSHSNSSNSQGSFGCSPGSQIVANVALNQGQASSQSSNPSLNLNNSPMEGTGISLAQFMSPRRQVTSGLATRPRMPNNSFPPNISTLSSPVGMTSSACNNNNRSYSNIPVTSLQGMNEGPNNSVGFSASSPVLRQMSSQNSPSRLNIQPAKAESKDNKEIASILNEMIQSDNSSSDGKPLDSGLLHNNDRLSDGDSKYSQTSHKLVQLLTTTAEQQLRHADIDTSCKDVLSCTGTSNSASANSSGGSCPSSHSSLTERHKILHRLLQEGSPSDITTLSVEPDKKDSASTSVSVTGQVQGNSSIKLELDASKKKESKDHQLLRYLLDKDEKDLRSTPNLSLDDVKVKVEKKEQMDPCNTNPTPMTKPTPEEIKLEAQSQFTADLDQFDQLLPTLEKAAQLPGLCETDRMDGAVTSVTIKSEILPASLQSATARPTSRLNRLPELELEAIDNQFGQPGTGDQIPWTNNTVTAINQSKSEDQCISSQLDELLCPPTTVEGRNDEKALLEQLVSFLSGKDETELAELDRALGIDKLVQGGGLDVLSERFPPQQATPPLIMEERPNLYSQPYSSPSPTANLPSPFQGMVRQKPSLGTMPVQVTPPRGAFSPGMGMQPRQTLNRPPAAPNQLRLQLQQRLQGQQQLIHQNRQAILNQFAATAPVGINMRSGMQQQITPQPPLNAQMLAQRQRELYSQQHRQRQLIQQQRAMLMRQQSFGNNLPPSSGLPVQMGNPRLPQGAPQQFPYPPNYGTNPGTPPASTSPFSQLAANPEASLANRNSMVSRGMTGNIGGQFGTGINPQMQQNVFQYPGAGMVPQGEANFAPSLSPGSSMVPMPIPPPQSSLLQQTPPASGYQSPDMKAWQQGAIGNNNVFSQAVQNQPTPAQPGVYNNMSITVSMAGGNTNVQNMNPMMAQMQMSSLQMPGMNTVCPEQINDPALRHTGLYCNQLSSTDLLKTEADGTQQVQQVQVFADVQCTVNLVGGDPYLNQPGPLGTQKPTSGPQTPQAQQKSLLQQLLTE
NOD2-RIPK2 inh: NOD2-RIPK2 binding disruptors in cells, primary screen, fluorescence, CHO cells, BLA complementation; AID 624267, 2012; Receptor-interacting serine/threonine-protein kinase 2 (Homo sapiens), O43353; inhibition, % at 4.98 µM; CCF4 ratio; 360,000 tested, 0.38% active; in the data active = inhibition above about 21%;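 also: 0% = vehicle only and 100% = reference blocker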
The depositor's hits bear a star; . = not tested or not shown. Some of the compounds tested; count on the stated rates, not on these rows.

Start of the listing, in advance, two compounds:
SMILES	TRAIL sens C8	TLR9-MyD88 block	EBV LMP1 NFkB	SRC3 inh	SRC2 inh	NR5A2 inv ag	TROY signal inh	TWEAK-Fn14 inh	COUP-TFII inh	NCOA1 inh	NOD2-RIPK2 inh
O=C(CSc1nnc(-c2ccco2)n1CC1CCCO1)N1CCCCC1 (stereo unspecified)	-3	3	-7	7	15	0	-9	-23	10	4	3
C=CCOc1ccc(NC(=O)C2CC(=O)N(C(C)C)C2)cc1 (stereo unspecified)	15	5	21	-3	-7	-9	10	-4	6	-1	-1

This part in full, repeating the preview:
SMILES	TRAIL sens C8	TLR9-MyD88 block	EBV LMP1 NFkB	SRC3 inh	SRC2 inh	NR5A2 inv ag	TROY signal inh	TWEAK-Fn14 inh	COUP-TFII inh	NCOA1 inh	NOD2-RIPK2 inh
O=C(CSc1nnc(-c2ccco2)n1CC1CCCO1)N1CCCCC1 (stereo unspecified)	-3	3	-7	7	15	0	-9	-23	10	4	3
C=CCOc1ccc(NC(=O)C2CC(=O)N(C(C)C)C2)cc1 (stereo unspecified)	15	5	21	-3	-7	-9	10	-4	6	-1	-1
CC1CCc2sc(C(=O)Nc3ccc(C(N)=O)cc3)cc2C1 (stereo unspecified)	12	-3	-3	-25	-40	-67	-25	-15	-24	-53	-2
O=C(COc1ccccc1Cl)NCCNC(=O)c1cccnc1	-18	-4	-1	14	-37	-3	-5	-14	2	-5	-11
CCOC(=O)CCCOC(=O)c1ccc(S(=O)(=O)N(C)C)cc1	-20	-10	10	-2	8	6	8	-4	15	-1	-1
CCn1nc([N+](=O)[O-])c2c(-c3nc4ccccc4o3)c(N)n(CCCOC)c2c1=O	7	5	3	7	-8	13	1	-23	16	-8	-1
O=C(Nc1cc2c(oc1=O)CCCC2=O)c1cccc(Cl)c1	-11	-5	-22	-9	-20	-13	-42	9	6	-8	-16
Cc1nn(-c2ccccc2)c(Cl)c1C(=O)OC(C)C(=O)NC(=O)NC1CCCCC1 (stereo unspecified)	-15	-4	-4	10	-10	11	-14	7	15	-13	6
CCCCOn1c(C)c(C(=O)OCC)c2c3nonc3ccc21	39	3	5	4	8	11	-5	-10	-4	9	5
O=S(=O)(c1c(F)cccc1F)N1CCN(C(=S)NCc2ccc3c(c2)OCO3)CC1	-11	4	5	4	-2	-3	1	-22	0	11	-1
Cc1ccccc1-n1ncc2c1CC(C)(C)CC2NC(=O)CCn1cncn1 (stereo unspecified)	-20	-21	-3	-6	-3	-14	-9	-5	-6	1	-5
Cn1c(NC(=O)c2cccc(Cn3cc(Cl)cn3)c2)nc2ccccc21	-2	-4	0	-105	-17	-140	-15	-11	-29	-66	-15
C=CCNC(=O)CC(=O)N/N=C/c1ccccc1F	-10	-2	0	-1	13	-2	11	10	8	-23	0
Cc1ccc(CNC(=O)C(NS(=O)(=O)c2cccc3nsnc23)C(C)C)cc1 (stereo unspecified)	3	-7	-7	16	-3	-4	-6	-16	17	-3	-5
Cc1ccc(C(=O)Nc2ccc3[nH]c(=O)[nH]c3c2)c(C)c1	6	-10	-7	-6	-9	-26	-7	5	-13	-50	-8
COc1cc(C(=O)NCC(=O)OCc2ccc(F)cc2)cc(OC)c1OC	-4	-7	3	-6	-11	-6	5	-7	-4	6	-7
COc1ccc(C(C)=NOC(=O)c2c(-c3ccccc3Cl)noc2C)cc1CN1CCOCC1	17	7	8	-23	5	-14	-6	5	18	-4	18
c1ccc2c3c(c(CN4CCCCC4)cc2c1)COC3	-6	.	.	28	-8	-15	28	14	13	-7	-2
Cn1cc2ccc([N+](=O)[O-])cc2n1	-4	5	5	3	27	10	15	23	1	-5	-15
CC(C)(C)c1cc[n+](C2=C([O-])c3ccccc3C(=O)/C2=N\S(=O)(=O)c2ccccc2)cc1	-8	.	.	24	-51	33	60*	80*	1	20	4
CCN(CC)CCNc1cccc2sc3ccccc3c(=O)c12	22	5	-7	6	-31	18	-33	-22	0	9	-9
COc1cccc(C(=O)N2CCN(C(=O)C3CC3)CC2)c1	-5	4	-3	12	2	16	19	-14	3	13	-2
CCOC(=O)c1cccc(NC(=O)C2CCN(c3ncnc4c3nc3n4CCCCC3)CC2)c1	14	-1	2	19	22	-6	11	13	36	-1	-4
Cc1ccc(NC(=O)N2CCN(C)CC2)cc1NC(=O)N1CCN(C)CC1	-6	2	5	-2	-25	-3	2	-12	13	-12	-58
Cc1cc(C)nc(NS(=O)(=O)c2ccc(NC(=O)CSc3ncn[nH]3)cc2)n1	-8	16	-4	9	-25	-12	-7	4	-6	-14	-3

(next part)
SMILES	TRAIL sens C8	TLR9-MyD88 block	EBV LMP1 NFkB	SRC3 inh	SRC2 inh	NR5A2 inv ag	TROY signal inh	TWEAK-Fn14 inh	COUP-TFII inh	NCOA1 inh	NOD2-RIPK2 inh
CCCCN(C(=O)Cn1ncc(Cl)c(Cl)c1=O)c1c(N)n(CC(C)C)c(=O)[nH]c1=O	18	-4	-11	-12	.	-7	-12	-9	.	5	-3
COc1ccc(CN2C(=O)c3ccccc3C2=O)cc1C(=O)Nc1ccccc1N1CCOCC1	-4	8	0	1	1	-22	17	3	13	12	-2
CCn1c(SCC(=O)N2CCC(C)CC2)nnc1-c1ccc(S(=O)(=O)N2CCN(C)CC2)cc1	-4	2	0	-4	17	22	-1	11	-7	-2	-9
CCC(c1nnnn1-c1c(C)cccc1C)N1CCN(C/C=C/c2ccccc2)CC1 (stereo unspecified)	15	.	.	15	-11	-3	18	-3	16	7	-4
Cc1nnc2n1CCCCC2	2	0	-2	2	11	8	-2	1	10	4	-3
CCCCNC(=O)C1c2cc(OC)c(OC)cc2C(=O)N(C)C1c1ccc(OC)cc1 (stereo unspecified)	-11	3	11	17	12	10	7	13	11	-15	-2
O=C(/C=C/c1ccccc1[N+](=O)[O-])c1ccc(F)cc1	11	-1	-6	-56	-5	8	-48	17	-1	-59	-8
Cc1ccc([C@H]2C[C@H](n3cc(COC(=O)c4ccccc4)nn3)[C@@H](O)CN2C(=O)c2cccs2)cc1	9	5	5	-19	1	9	2	-8	4	0	1
Cc1nn(-c2cc(N3CCNCC3)ccc2[N+](=O)[O-])c(=O)c2ccccc12	-11	9	-1	5	9	9	-5	-40	3	-8	-7
C/C(=N\NC(=O)c1ccc(C)cc1C)c1ccc2c(c1)Nc1ccccc1S2	10	3	8	6	-41	-83	-40	3	-50	1	7
O=C1CC(c2ccc3c(c2)OCO3)C2=C(CCCC2=O)N1 (stereo unspecified)	-10	7	-4	14	-30	-4	-9	-9	-14	-9	4
CC(C)CC(=O)NC1(C(F)(F)F)C(=O)N(Cc2ccccc2)C2=C1C(=O)CC(C)(C)C2 (stereo unspecified)	-13	5	-2	6	15	16	10	-5	7	-33	-12
CCOc1ccc(NC(=O)C2CCCN(C)C2)cc1 (stereo unspecified)	-7	5	0	17	-1	-3	-24	12	5	-4	9
O=C(NC(=S)Nc1cccc2cccnc12)c1cccs1	12	5	-1	-14	-19	-5	-30	-5	-3	-43	-4
C/C=C/Cn1c(SCc2ccc(Cl)cc2)nc2c1c(=O)[nH]c(=O)n2C	3	0	0	24	13	12	7	7	-16	-12	5
COc1ccc(NC(=O)c2ccc(CN(c3cc(Cl)ccc3C)S(=O)(=O)c3ccccc3)cc2)cc1OC	-2	-3	-19	-14	-21	16	14	-4	17	5	-4
COc1ccc(CN2CCNC(=O)C2CC(=O)NC2CCCC2)cc1OC (stereo unspecified)	-13	-6	-3	21	-7	-2	-4	3	-8	11	-4
COc1cc(/C=C2\C=CC(=O)O2)cc(OC)c1	7	4	0	0	-13	7	-36	-21	-21	-38	-9
O=[N+]([O-])c1ccc(OCCOCCOc2ccc([N+](=O)[O-])cc2)cc1	6	10	-2	-5	0	-11	6	11	-16	-19	-2
CCOC(=O)c1cnc2nc(SCc3ccccc3Cl)[nH]n2c1=O	-2	.	.	3	-12	-3	-10	6	18	-2	5
COCCNC(=O)[C@H](C)[C@H]1C[C@]1(C)[C@H](NC(=O)OCc1ccccc1)c1ccccc1	-12	-3	8	10	8	9	-9	-9	-6	-2	3

14 entries from above, arranged by formula weight, rising.
SMILES	TRAIL sens C8	TLR9-MyD88 block	EBV LMP1 NFkB	SRC3 inh	SRC2 inh	NR5A2 inv ag	TROY signal inh	TWEAK-Fn14 inh	COUP-TFII inh	NCOA1 inh	NOD2-RIPK2 inh
O=C(/C=C/c1ccccc1[N+](=O)[O-])c1ccc(F)cc1	11	-1	-6	-56	-5	8	-48	17	-1	-59	-8
O=C1CC(c2ccc3c(c2)OCO3)C2=C(CCCC2=O)N1 (stereo unspecified)	-10	7	-4	14	-30	-4	-9	-9	-14	-9	4
C=CCOc1ccc(NC(=O)C2CC(=O)N(C(C)C)C2)cc1 (stereo unspecified)	15	5	21	-3	-7	-9	10	-4	6	-1	-1
CCCCOn1c(C)c(C(=O)OCC)c2c3nonc3ccc21	39	3	5	4	8	11	-5	-10	-4	9	5
O=[N+]([O-])c1ccc(OCCOCCOc2ccc([N+](=O)[O-])cc2)cc1	6	10	-2	-5	0	-11	6	11	-16	-19	-2
Cc1ccc(NC(=O)N2CCN(C)CC2)cc1NC(=O)N1CCN(C)CC1	-6	2	5	-2	-25	-3	2	-12	13	-12	-58
O=C(CSc1nnc(-c2ccco2)n1CC1CCCO1)N1CCCCC1 (stereo unspecified)	-3	3	-7	7	15	0	-9	-23	10	4	3
Cc1ccc(CNC(=O)C(NS(=O)(=O)c2cccc3nsnc23)C(C)C)cc1 (stereo unspecified)	3	-7	-7	16	-3	-4	-6	-16	17	-3	-5
CC(C)CC(=O)NC1(C(F)(F)F)C(=O)N(Cc2ccccc2)C2=C1C(=O)CC(C)(C)C2 (stereo unspecified)	-13	5	-2	6	15	16	10	-5	7	-33	-12
O=S(=O)(c1c(F)cccc1F)N1CCN(C(=S)NCc2ccc3c(c2)OCO3)CC1	-11	4	5	4	-2	-3	1	-22	0	11	-1
CCCCN(C(=O)Cn1ncc(Cl)c(Cl)c1=O)c1c(N)n(CC(C)C)c(=O)[nH]c1=O	18	-4	-11	-12	.	-7	-12	-9	.	5	-3
COc1ccc(CN2C(=O)c3ccccc3C2=O)cc1C(=O)Nc1ccccc1N1CCOCC1	-4	8	0	1	1	-22	17	3	13	12	-2
COc1ccc(C(C)=NOC(=O)c2c(-c3ccccc3Cl)noc2C)cc1CN1CCOCC1	17	7	8	-23	5	-14	-6	5	18	-4	18
COc1ccc(NC(=O)c2ccc(CN(c3cc(Cl)ccc3C)S(=O)(=O)c3ccccc3)cc2)cc1OC	-2	-3	-19	-14	-21	16	14	-4	17	5	-4
